Screens from PubChem.
Tau fluor counter – counter-screen for tau fibril formation inhibitors; tau K18 P301L Alexa594 fluorescence, heparin fibrillization; Potency, µM (highest dose often 57.7 µM), inactives show top-dose activity change, negative = decrease; actives 0.93% (n = 280,000); AID 1463; further: potency means the concentration at half of the fitted maximal effect; on the % scale 0 is the no-effect control and ±100 the full control effect; nearly all actives have a fitted effect of over 55% in size
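Human tau K18 P301L (15 uM unlabeled, 0.24 uM Alexa 594-labeled) in 100 mM sodium acetate pH 7 with 20 uM heparin, 6 hr at 37 C. ThT 30 uM added, 1 hr ambient; Alexa 594 FP and total fluorescence read at 555/632 nm.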
GLA spleen mod – inhibitors or activators of human alpha-galactosidase in spleen homogenate; P06280; human spleen homogenate, 4MU-alpha-Gal fluorescence, 40 min; Potency, µM (titrated, usually from 80 µM), inactives show at the top dose activity change, negative = inhibition, hits mostly inhibitors; actives 0.008% (n = 240,000); AID 2107;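 further: potency means the concentration at half of the fitted maximal effect; 0% = enzyme with vehicle and -100% = no enzyme basal signal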
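Human spleen homogenate (1 ug) as enzyme source, 4-methylumbelliferyl-alpha-D-galactopyranoside 1 mM final, citrate/phosphate pH 5.0 with 0.01% Tween-20. Compounds 40 min at 37C, NaOH/glycine stop; fluorescence Ex 365/Em 440, Hill-fit AC50.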
CBFb RUNX1 block – CBF-beta/RUNX1 interaction disruption | Q01196+Q13951 | AlphaScreen CBFb-His/RUNX1-biotin binding, biochemical | Potency, µM (doses to about 59.8 µM), without a hit: at the top dose activity, negative = inhibition, hits mostly inhibitors | 230,000 tested, under 10 active; further: % of control where 0% means no effect
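Read-out: AlphaScreen. Format: His-CBF-beta with biotinylated RUNX1 (30 nM each) preincubated 20 min, compound 15 min, Ni-chelate plus streptavidin beads 90 min; room temperature throughout.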
TR SRC2 fluor cs – counter-screen for TRb-SRC2 inhibitors: fluorescence interference; TRb/SRC2 Texas Red total fluorescence interference; Potency, µM (highest dose often 106 µM), without a hit: top-dose fluorescence change, negative = quenching; actives 0.29% (n = 280,000); AID 1479; active means well fitted curve in either direction with a large enough effect; inconclusive means small, poorly fitted or top-dose-only effect; further: potency means the concentration at half of the fitted maximal effect; on the % scale 0 is the no-effect control and ±100 the full control effect
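Human TRb ligand-binding domain at 0.6 uM with 20 nM Texas Red SRC2 peptide in Tris buffer containing 1 uM T3 and 5% DMSO, incubated with compound 5 h at ambient temperature. Total fluorescence (555/632 nm) calculated as parallel + 2 × perpendicular.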
TRb-SRC2 inh – inhibitors of human thyroid hormone receptor beta-SRC2 interaction; Potency, µM (titrated, usually from 106 µM), inactives show top-dose activity change, negative = inhibition, usual class: inhibitors; TRbeta-SRC2 peptide binding, fluorescence polarization; receptor liganded with 1 µM T3; actives 0.065% (n = 280,000); AID 1469; P10828;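 further: potency means the concentration at half of the fitted maximal effect; plate controls were bound peptide for no effect and peptide without receptor for full effect; nearly all actives have a fitted effect of over 50% in size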
Target sequence (P10828 whole entry, looked up): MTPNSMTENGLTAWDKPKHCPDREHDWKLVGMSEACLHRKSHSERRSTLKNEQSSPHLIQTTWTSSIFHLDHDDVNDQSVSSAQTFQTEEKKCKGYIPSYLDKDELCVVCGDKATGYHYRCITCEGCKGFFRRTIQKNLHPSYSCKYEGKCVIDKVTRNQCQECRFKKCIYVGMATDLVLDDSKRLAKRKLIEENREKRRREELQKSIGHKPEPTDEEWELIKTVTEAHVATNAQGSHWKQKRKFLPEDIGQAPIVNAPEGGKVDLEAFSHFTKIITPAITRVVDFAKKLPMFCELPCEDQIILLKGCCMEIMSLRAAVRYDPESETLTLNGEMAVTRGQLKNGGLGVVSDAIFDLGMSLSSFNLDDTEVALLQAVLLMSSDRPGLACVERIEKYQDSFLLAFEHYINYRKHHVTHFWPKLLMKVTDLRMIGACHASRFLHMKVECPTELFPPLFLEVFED
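Read-out is fluorescence polarization (555 nm excitation, 632 nm emission) of a Texas Red SRC2 coactivator peptide; loss of signal reflects blocked binding to human TRb ligand-binding domain in the presence of 1 uM T3.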
Tau FP inhib – tau fibrillization inhibition (FP); P10636; K18 P301L tau heparin fibrillization, Alexa594 FP, 6 h; Potency, µM (series often up to 57.7 µM), without a hit: at the top dose activity, negative = inhibition, actives largely listed as inhibitors; actives 0.39% (n = 280,000); further: potency means the concentration at half of the fitted maximal effect; on the % scale 0 is the no-effect control and ±100 the full control effect; nearly all actives have a fitted effect of over 55% in size
Target sequence (P10636 561-689 P618L limits assumed): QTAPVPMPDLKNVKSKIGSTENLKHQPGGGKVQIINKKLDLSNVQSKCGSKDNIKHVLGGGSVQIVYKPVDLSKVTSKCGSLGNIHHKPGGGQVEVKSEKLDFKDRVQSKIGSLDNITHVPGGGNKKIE
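Compound effects on tau fibrillization are measured by Alexa 594 fluorescence polarization (ex 555, em 632 nm). K18 P301L tau is used at 15 uM with 0.24 uM labeled tracer, and 20 uM heparin induces aggregation over 6 hr at 37 C.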
Epigenetic derep – derepresses silenced GFP reporter in murine cells; Potency, µM (highest dose often 53.9 µM), inactives show top-dose GFP activation, usual class: activators; actives 0.2% (n = 280,000); murine LDR cells, GFP reporter derepression, 30 h; further: potency means the concentration at half of the fitted maximal effect; % of control where 0% means no effect; nearly all actives have a fitted effect of over 60% in size
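In this reporter-derepression format, murine cells bearing a silenced integrated CMV-GFP locus incubate with test compound (30 h, 37 C), then are washed and imaged; fluorescent objects of 20–120 um count as induced cells.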
NPSR antag – neuropeptide S receptor (human) antagonism, cAMP. Q6W5P4. Potency, µM (titrated, usually from 38.3 µM), for the others: at the highest dose activity change, negative = inhibition, actives largely listed as inhibitors. actives 1% (n = 220,000). CHO-NPSR cells, cAMP TR-FRET, antagonist mode; further: potency means the concentration at half of the fitted maximal effect; on the % scale 0 is the no-effect control and ±100 the full control effect; nearly all actives have a fitted effect of over 50% in size; many of its hits are not listed in these tables
Target sequence (Q6W5P4 whole entry, looked up): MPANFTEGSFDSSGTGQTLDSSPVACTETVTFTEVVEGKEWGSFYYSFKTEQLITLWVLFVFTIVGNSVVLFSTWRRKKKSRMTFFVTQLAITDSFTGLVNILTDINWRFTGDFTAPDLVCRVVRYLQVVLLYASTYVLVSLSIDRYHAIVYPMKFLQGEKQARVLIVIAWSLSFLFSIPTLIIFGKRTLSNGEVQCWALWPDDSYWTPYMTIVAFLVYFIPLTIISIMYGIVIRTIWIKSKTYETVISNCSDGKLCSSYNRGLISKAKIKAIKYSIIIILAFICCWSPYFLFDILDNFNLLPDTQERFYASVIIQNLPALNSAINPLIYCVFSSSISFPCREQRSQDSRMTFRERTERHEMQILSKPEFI
Starred values were filed as active, the others as inactive; ? = inconclusive; . = no result given; & = joins results of further samples; [ ] = dose if it differs, or a comment. Unless noted, the call rests on the fitted dose curve; in most records, active means well fitted curve in the direction sought with a large enough effect; inconclusive means small, poorly fitted or top-dose-only effect, or another doubt; inactive means no such curve, though single readings can be large; an effect the other way counts as inactive or inconclusive.

SMILES | Tau fluor counter | GLA spleen mod | CBFb RUNX1 block | TR SRC2 fluor cs | TRb-SRC2 inh | Tau FP inhib | Epigenetic derep | NPSR antag
N/C(=N\OC(=O)CC1CCCCC1)c1cccnc1 | 0.8% | 0.7% | 3.8% | -1.4% | -0.8% | 1.0% | -1.1% | 1.8%[46.1 µM]
CC(=O)N1CCC(N2CCN(c3ccccc3F)CC2)CC1 | -11.0% | 6.7% | 2.5% | -1.6% | 2.5% | -18.0% | -1.1% | -2.1%[46.1 µM]
COc1ccc(C(CCN2CCCC2)c2c(OC)cc(OC)c3c(-c4ccccc4)cc(=O)oc23)cc1 (stereo unspecified) | 18.7% | 4.4%&-1.9% | -27.4%&-8.4% | -0.6%&-2.8% | 0.7%&0.8% | 3.0% | 0.0% | -35.2%
COc1ccc(-n2ccn(Cc3ccccc3C)c(=O)c2=O)cc1 | -20.4% | . | . | 7.6% | -6.7% | -10.9% | 0.0% | .
CCC1CCCCN1C(=O)Cn1c(=O)oc2cc(S(=O)(=O)N3CCCCC3)ccc21 (stereo unspecified) | -13.4% | . | . | -11.1% | 1.3% | -3.2% | 0.0% | .
COc1cc(/C=C(\C#N)C(=O)Nc2ccc(C)cc2)ccc1OCc1cc(=O)n2nc(C)sc2n1 | 4.0% | . | . | -0.5% | 3.9% | 5.0% | -4.6% | .
Cc1c(C(=O)OCC(C)(C)CN(C)C)oc2ccccc12 | 2.5% | -5.1% | 7.2% | 1.1% | -2.4% | 3.1% | -0.8% | 1.0%[46.1 µM]
COc1ccc(C2=Nc3cccc4cccc(c34)N2)cc1 | 1.9% | -4.6% | -1.5% | 1.3% | -1.2% | -1.1% | 7.5% | -12.2%[46.1 µM]
C/C=C\C=C/C(=O)Nc1cccc(C2=NOC3(C2)C[C@@H](C(N)=O)N(C(=O)CCCCC)C3)c1 (stereo partly specified) | 20.1% | 9.7% | 17.4% | -1.6% | -2.4% | 3.6% | 0.5% | 13.1%
CCOc1cccc(-c2nnc(SCC(=O)Nc3cccc(OC)c3)n2N)c1 | -5.7% | 10.7% | 5.2% | -0.9% | -0.5% | -3.6% | -5.4% | -7.1%[46.1 µM]
CCOC(=O)c1ccc(N2C(=O)CC(C)(CC)CC2=O)cc1 | -5.5% | 2.8% | 5.4% | 1.5% | 6.8% | 1.7% | 2.4% | 6.7%
COC(=O)c1ccc(CSc2nc3cc(Cl)ccc3s2)o1 | -21.0% | 4.2% | ? | -4.6% | -1.2% | -4.7% | -1.2% | -10.9%[46.1 µM]
Cc1cc(NC(=O)c2cccnc2)cc(-c2nc3cc(Cl)ccc3o2)c1O | -25.3% | . | . | 1.5% | 11.2% | -9.1% | 3.2% | .
O=C(O)CCC1=C2c3ccccc3CCN2C(=O)CC1 | -5.1% | 15.5% | 5.4% | 2.3% | -2.6% | -6.4% | 0.0% | -4.2%[46.1 µM]
COc1ccc(CNC(=O)c2ccc[nH]2)cc1 | -3.6% | -6.1% | -1.7% | -7.7% | 0.5% | -7.7% | -1.9%[10.1 µM] | 8.2%
O=[N+]([O-])c1cccc(S(=O)(=O)c2cccc([N+](=O)[O-])c2)c1 | -6.7% | 12.7% | 10.0% | 1.7% | 1.5% | -1.6% | 9.7% | 13.0%
COc1c(F)c(F)c(C(=O)Nc2ccc(N3CCN(Cc4ccccc4)CC3)cc2)c(F)c1F | ? | 0.8% | -15.8% | -0.8% | -4.8% | 16.7% | 4.1% | ?
Cc1cc(Br)ccc1OCCN1CC(C)OC(C)C1 (stereo unspecified) | 4.7% | -5.7% | 6.4% | -7.3% | -2.5% | 8.2% | 1.1% | -2.7%
O=C(CC1S/C(=N/N=C/c2ccco2)NC1=O)Nc1ccccc1 (stereo unspecified) | -15.0% | 7.0% | -8.5% | -3.7% | -6.3% | -2.7% | 0.0% | -1.6%
O=C(CSc1nnc(SCc2cccc3ccccc23)s1)N=Nc1c(O)[nH]c2ccccc12 | ? | -6.7% | -0.9% | -2.2% | 3.6% | ? | 9.2% | -5.2%[46.1 µM]
COC(=O)C(CC(C)C)NC(=O)c1cccs1 (stereo unspecified) | -0.8% | -3.8% | 0.7% | -1.1%[53 µM] | 0.3%[53 µM] | 5.3% | 12.1% | -11.3%
COc1nc(-c2ccc(Cl)cc2)nnc1C | -0.2% | -4.9% | -3.0% | 0.5% | -1.7% | -8.0% | 3.3%[10.1 µM] | -3.1%
O=[N+]([O-])c1ccc(N2CCN(S(=O)(=O)Cc3ccccc3)CC2)cc1N1CCOCC1 | -23.8% | -27.1% | -13.0% | 0.7% | -8.7% | 4.1% | -0.9% | -5.5%[46.1 µM]
CSCCC(NS(=O)(=O)c1ccc(Cl)c(Cl)c1)C(=O)O (stereo unspecified) | 4.6% | 1.4% | 5.7% | -3.7% | -6.3% | 4.9% | 6.3% | 7.0%
COc1cc2nc(CN3CCOCC3)n(CC(=O)NCC(F)(F)F)c(=O)c2cc1OC | -9.9% | -10.8% | 1.8% | -2.6% | -1.2% | -4.9% | 0.2% | -8.6%
COC(=O)C1=C(C)N(c2cccc(C)c2)C(=O)/C1=C\c1cccs1 | -9.1% | 2.1% | -11.8% | -1.6% | -0.7% | -3.8% | 0.8% | -3.1%[46.1 µM]
COC(=O)c1ccc(NC(=O)C(=O)NCC(c2cccnc2)N2CCN(c3ccccc3)CC2)cc1 (stereo unspecified) | -6.2% | . | . | -1.1% | 0.3% | 2.6% | -1.2% | .
COc1ccc(CN2CCN(Cc3cccc(OC)c3)C(CCO)C2)cc1 (stereo unspecified) | -0.3% | -4.4% | 5.2% | -0.1% | -2.5% | 3.5% | -3.1% | -3.5%
CCCOc1ccc(NC(=O)CC2C(=O)N(c3cccc(OC)c3)C(=O)N2CCc2ccncc2)cc1 (stereo unspecified) | -21.0% | . | . | -1.2% | 7.8% | 3.4% | -1.6% | .
Cc1ccc(C2/C(=C(\O)c3cnn(-c4ccccc4)c3C)C(=O)C(=O)N2CCN(C)C)o1 (stereo unspecified) | -12.1% | -7.6% | 5.0% | -4.2% | 2.4% | -2.8% | -1.9% | -15.8%[46.1 µM]
Cc1ccc2[nH]c(=O)c3cc(C(=O)NCCCN4CCC(C)CC4)sc3c2c1 | -8.5% | . | . | 2.9% | -1.4% | -8.1% | 2.7% | .
S=c1[nH]nc(-c2n[nH]c3c2CCC3)n1/N=C/C=C/c1ccco1 | -23.8% | 3.6% | ? | -6.4% | -7.2% | ? | 0.5% | 6.1%
CN(CC(CC(=O)Nc1nncs1)c1ccccc1)S(=O)(=O)c1ccccc1 (stereo unspecified) | -9.8% | 2.5% | 0.1% | -1.5% | 7.8% | 1.3% | -4.2% | -27.4%[46.1 µM]
CC(=Nc1ccccc1)C1=C(O)CSC1=O | -21.5% | 2.6% | -3.7% | -1.4% | -16.0% | -11.0% | -4.5% | -12.0%[46.1 µM]
Nc1cc2c3c(cccc3c1)C(=O)N(CCN1CCCC1)C2=O | -14.5% | -5.3% | -5.6% | -2.8% | -6.1% | 0.3% | ? | ?
Cc1nc2c3ccccc3n(Cc3ccccc3F)c2s1 | -21.5% | 7.4% | 7.9% | -0.7% | -0.2% | ? | 0.0% | -15.0%
COc1ccc2oc(C)c(NC(C)=O)c2c1 | -6.0% | 1.7% | 3.2% | 0.5% | -6.0% | 0.9% | ? | 9.2%[7.67 µM]
CCOC(=O)c1c(NC(=O)C(F)(OC)C(F)(F)F)sc2c1CCN(C)C2 (stereo unspecified) | -2.7% | -15.4% | -3.2% | -2.6% | 1.0% | -8.1% | 2.0% | -14.5%[46.1 µM]
O=C(Nc1nnc(-c2ccccc2)o1)Nc1ccc(F)cc1F | -3.8% | 2.1% | -2.1% | -3.3% | -3.0% | -4.1% | 0.0% | 14.8%
C1COCCNCCOCCOCCOCCN1 | 1.7% | -6.8% | -0.5% | -0.7% | -7.6% | -2.1% | -6.3% | 3.0%
CC(=O)C1=C(C)NC(=O)CC1c1ccccc1Cl (stereo unspecified) | 3.9% | 3.5% | 18.5% | -1.2% | 3.3% | 3.6% | 0.0% | 5.3%
COC(=O)C1=C(C)n2nnnc2NC1c1ccc(Cl)cc1 (stereo unspecified) | -9.0% | 3.2% | 6.2% | -3.4% | 4.0% | -4.4% | 0.0% | -12.1%[46.1 µM]
COc1ccc(OC)c(NC(=O)Nc2ccc(Cl)cc2)c1 | 14.1µM*[quencher] | -17.1% | -8.8% | -2.5% | -4.7% | 20.7% | -1.2% | -16.6%[46.1 µM]
Cc1csc(C(C#N)C(=O)c2cc3ccccc3o2)n1 (stereo unspecified) | -20.5% | -6.5% | -8.8% | -14.0% | 7.8% | 14.2% | -1.1% | -8.0%[46.1 µM]
Cc1ccc2cc(CCNC(=O)c3cccs3)c(=O)[nH]c2c1 | -5.7% | 3.6% | 3.2%[2.36 µM] | -0.3% | -0.5% | -4.1% | 0.2% | -0.7%
Cc1cccc(C)c1NC(=O)CSc1nnc(-c2ccoc2C)n1CCc1ccccc1 | -2.1% | 22.1% | -1.1% | -1.4% | -7.1% | 4.7% | -1.0% | -29.5%[46.1 µM]

Some of these compounds in order of formula weight, lowest first:
SMILES | Tau fluor counter | GLA spleen mod | CBFb RUNX1 block | TR SRC2 fluor cs | TRb-SRC2 inh | Tau FP inhib | Epigenetic derep | NPSR antag
C1COCCNCCOCCOCCOCCN1 | 1.7% | -6.8% | -0.5% | -0.7% | -7.6% | -2.1% | -6.3% | 3.0%
Cc1csc(C(C#N)C(=O)c2cc3ccccc3o2)n1 (stereo unspecified) | -20.5% | -6.5% | -8.8% | -14.0% | 7.8% | 14.2% | -1.1% | -8.0%[46.1 µM]
Cc1ccc2cc(CCNC(=O)c3cccs3)c(=O)[nH]c2c1 | -5.7% | 3.6% | 3.2%[2.36 µM] | -0.3% | -0.5% | -4.1% | 0.2% | -0.7%
Cc1cccc(C)c1NC(=O)CSc1nnc(-c2ccoc2C)n1CCc1ccccc1 | -2.1% | 22.1% | -1.1% | -1.4% | -7.1% | 4.7% | -1.0% | -29.5%[46.1 µM]

An excerpt (hit frequency here may not be typical).
